# High-throughput results: PubChem BioAssay, Broad Institute
# CD40 NFkB inh: inhibitors of CD40-induced NF-kB signaling, primary screen, BL2 cells, luciferase reporter, single point; CD40L-induced, 4 h; inhibition, % at 10 µM; 0.94% of 83,000 active; AID 1053188, 2014;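 active = mean inhibition of at least 50% with a set share of replicates also reaching that level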;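 note: 0% = neutral control wells and 100% = IKK inhibitor VII at 50 µM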
# The depositor's hits bear a star; & = joins results of further samples; [ ] = another dose, or the depositor's remark. A portion of the library (hit frequency here may not be typical).
CD40 NFkB inh | mol
-0.4 | c1ccc(C2c3c(ccc4ccccc34)Oc3ncn4nc(-c5ccco5)nc4c32)cc1 (stereo not drawn)
10.3 | Cc1cc(C)nc(N(C#N)Cc2cccc3ccccc23)n1
7.9 | O=C(CNS(=O)(=O)c1ccccc1)NCC(=O)OCc1ccc(Br)cc1
-0.1[25 µM] | CC(=O)N1[C@@H]2Cn3c(cccc3=O)[C@H]1[C@@H](C(=O)NCc1ccc(F)cc1)[C@@H]2CO
1.6 | COCC(=O)N(C[C@@H]1N[C@@H](CO)[C@@H]1c1ccc(C2=CCCC2)cc1)C(C)C
-0.8 | COc1ccc(OCC(=O)Nc2cccc3cccnc23)cc1
4.6 | Cc1ccnn1C(C)C(=O)O (stereo not drawn)
-0.7 | CN(c1ccccc1)S(=O)(=O)c1ccc(C(=O)OCC(=O)NCc2cccs2)cc1
-2.4 | O=C(CCc1nnc2ccc(NCc3ccco3)nn12)Nc1ccccn1
-18.2 | COc1ccc(OC)c(-c2csc(NC(=O)Cc3ccccc3)n2)c1
-4.8 | O=C(OCc1nnc(-c2ccccc2)o1)C1CC(=O)N(c2ccccc2)C1 (stereo not drawn)
-17.7[25 µM] | C[C@H](CO)N1C[C@H](C)[C@H](CN(C)C(=O)Nc2cccc3ccccc23)OCc2cn(nn2)CCCC1=O
-3.2 | O=C(NC1=NCCS1)C1CC2CCC1C2 (stereo not drawn)
10.8 | O=C1CCCC(=O)C1C(=O)C1CCN(S(=O)(=O)c2ccccc2)CC1
-43.5[25 µM] | COc1ccc(C#Cc2ccc3c(c2)[C@H]2[C@H](CCN2Cc2ccncc2)[C@H](CO)N3)cc1
3.4 | CCCS(=O)(=O)N1CCCC(C(=O)c2ccccc2OC)C1 (stereo not drawn)
-50.7 | O=C(COc1ccc(Nc2ccccc2)cc1)Nc1ccncc1
6.9 | O=C(CCNS(=O)(=O)c1ccc2ccccc2c1)NCCOc1ccccc1
1.2 | CC(C)(C)C(=O)NC(=S)Nc1sc2c(c1C(N)=O)CCC2
-2.7 | O=C(O)CCCCCCNS(=O)(=O)c1ccccc1
-2.0 | CN(CC(=O)Nc1ccccc1Cl)C(=O)c1cc(-c2cccs2)nn1-c1ccccc1
3.5 | O=C(COC(=O)COc1cccc(C(F)(F)F)c1)NC1CCCC1
-2.6[25 µM] | CNC(=O)C[C@@H]1CC[C@@H]2[C@H](COC[C@H](O)CN2Cc2ccccc2F)O1
-88.7 | O=C(Nc1nc2c(s1)CN(Cc1ccccc1)CC2)C1CCC1
-21.4[25 µM] | COc1ccc(NC(=O)N2CCCCN3[C@H](CO)[C@H](c4ccc(C#Cc5ccccn5)cc4)[C@@H]3C2)cc1
-2.2 | CCC(CC)C(=O)c1c[nH]c(C(=O)NN)c1
0.4 | Cn1nc(-c2ccccc2)c2nc3ccccc3nc21
-23.7 | Cc1cc(C)c2c(N)c(S(=O)(=O)Cc3ccccc3)sc2n1
2.0 | O=c1[nH]nc(-c2ccc([N+](=O)[O-])o2)c(=O)[nH]1
-41.6 | Cc1ccnc(NC(=O)c2ccoc2C)c1
6.7 | O=C(C1CCC(=O)N(C2CC2)C1)N1CCN(c2ccc(Cl)cc2)CC1 (stereo not drawn)
6.3 | NC(=O)C1(N2CCCCC2)CCN(C(=O)NC23CC4CC(CC(C4)C2)C3)CC1
8.3 | C=CCN(c1ccccc1)S(=O)(=O)c1cccc(C(=O)Nc2ccc(N3CCOCC3)cc2)c1
29.9[25 µM] | CN(C)C(=O)c1ccc(-c2ccc([C@@H]3[C@@H](C#N)N(C(=O)Nc4ccccc4F)[C@H]3CO)cc2)cc1
7.6 | N#CCSc1nc2c(c(=O)n1Cc1ccccc1)C1(CCCC1)Cc1ccccc1-2
-3.2 | COc1ccc(C(=O)COC(=O)CCCN=C2NS(=O)(=O)c3ccccc32)c(OC)c1
-24.4 | CS(=O)(=O)N1CCc2cc(C(=O)NC3CC3)ccc21
0.9 | Cc1noc(C)c1NC(=O)N[C@@H]1CC[C@@H](CCNC(=O)C2CCCCC2)O[C@@H]1CO
-9.3 | CC(NC(=O)c1ccc(OC2CCN(S(=O)(=O)N(C)C)CC2)cc1)C1CC1 (stereo not drawn)
-4.4 | Cc1ccc(S(=O)(=O)N2CCN(c3ncnc4sccc34)CC2)cc1C
5.6 | COc1ccc(C(=O)OCC[N+]2(C)CCCCC2)cc1
9.3 | COc1ccc(CCNC(=O)c2c(C)nc3ccccn23)cc1
-0.9[25 µM] | CCCC(O)C#Cc1cnc2c(c1)C(=O)N([C@H](C)CO)C[C@H](C)[C@H](CN(C)S(=O)(=O)c1ccc(C)cc1)O2 (stereo partly drawn)
-0.2 | COc1cc(NC(C)CCCN)c2nc(C)ccc2c1Oc1ccc(F)cc1 (stereo not drawn)
-23.6 | O=C(NN=Cc1ccc2c(c1)OCO2)C1CC1
-1.7 | CCOC(=O)c1cc(C)sc1NC(=O)CCC(=O)O
6.9 | O=S(=O)(CCN1CCOCC1)c1ccc(Cl)cc1
4.2 | Cc1cccc(NC(=O)CSc2nnc3ccc(-c4ccccn4)nn23)c1
-33.3&3.1 | O=C(Nc1ccccc1F)N1C[C@@H]2N[C@H](C1)C2c1ccc(-c2cccc(F)c2)cc1 (stereo partly drawn)
-4.3 | O=C(Cc1ccc(S(=O)(=O)N2CCOCC2)s1)N1CCN(c2ccc(C(F)(F)F)cc2[N+](=O)[O-])CC1
10.5 | CC(C)CNS(=O)(=O)c1ccc(CCC(=O)O)cc1
2.3 | O=S(=O)(c1cccc2cccnc12)N1CCN(Cc2ccccc2)CC1
21.5 | Cc1nn(C)cc1CN(C)S(=O)(=O)c1cccc([N+](=O)[O-])c1
5.4 | Cc1cccc(NC(=O)C2CCN(S(=O)(=O)c3ccc4c(c3)OCCO4)CC2)n1
5.5 | CN1CCN(C(=O)c2ccccc2NC(=O)c2cccs2)CC1
-12.9 | COc1cc(C(=O)Nc2ccc(C)cn2)ccc1OCC(=O)N1CCOCC1
-7.8[25 µM] | COc1cccc(C#Cc2ccc3c(c2)O[C@H](CN(C)C(=O)CN2CCOCC2)[C@@H](C)CN([C@@H](C)CO)S3(=O)=O)c1
-6.9[25 µM] | O=C(C[C@@H]1CC[C@@H]2[C@H](COC[C@@H](O)CN2C(=O)Cc2ccccc2)O1)NC1Cc2ccccc2C1
7.3 | COCCNC(=O)c1ccc2snnc2c1
1.8 | Cc1oc2ccccc2c1CNC(=O)N(C)C

# More structures.
CD40 NFkB inh | mol
-32.9 | COCc1ccc(C(=O)Nc2cccc(S(=O)(=O)N(C)c3ccccc3)c2)cc1
-52.0 | O=C(CCCc1cccs1)Nc1nc2c(s1)CCCC2
21.3 | CCCCCn1nc(C)c(/C=N\NC(=O)c2cc(C)oc2C)c1C
12.3 | CCCC#Cc1ccc([C@H]2[C@@H](C#N)N(C(=O)C3CCCC3)[C@@H]2CO)cc1
-59.0 | CN(C)c1ncnc2c1ncn2-c1ccccc1
-10.0[25 µM] | COCC(=O)N1CC(=O)N2[C@H](CO)[C@H](c3ccc(C#CC4CC4)cc3)[C@H]2C1
36.1[25 µM] | COC(=O)C[C@H]1CC[C@@H]2[C@@H](COc3ccc(NC(=O)Nc4cccc(C#N)c4)cc3C(=O)N2C)O1
-2.9[25 µM] | CCCC#Cc1ccc([C@@H]2[C@@H](CO)N3C(=O)CN(C(=O)c4cccnc4)C[C@H]23)cc1
-19.5 | c1ccc(-c2ccccc2OCCCN2CCOCC2)cc1
6.1 | CCCCn1c(N)c(N(C(=O)CSc2nncn2-c2ccccc2C)C2CCCC2)c(=O)[nH]c1=O
-2.3 | Cc1cc(N2CCN(Cc3ccccc3)CC2)n2nc(C)c(-c3ccccc3)c2n1
14.8 | C[C@H](NC(=O)N(C)C[C@@H]1OCc2ccccc2-c2c(n(C)c3ccccc23)C(=O)N([C@@H](C)CO)C[C@H]1C)c1ccccc1
1.5 | CCc1nc2c(OCCC3CCCCC3)cccn2c1N(C)C(=O)c1ccncc1
-23.0 | O=S(=O)(c1ccc(Nc2ccc3c(c2)OCO3)nc1)N1CCOCC1
35.9[25 µM] | O=C(C[C@@H]1CC[C@H]2[C@@H](COC[C@H](O)CN2Cc2cc(F)ccc2F)O1)NCc1ccc(Oc2ccccc2)cc1
5.4 | CCSc1nc2ccccc2n1CC(=O)OC
-7.3 | Cc1cc(C(=O)OCC(=O)NCCc2ccccc2)c(C)o1
48.3* | O=C(c1cc(-c2ccc3c(c2)OCO3)on1)N1CCOCC1
19.6[25 µM] | C[C@@H]1CN([C@H](C)CO)C(=O)c2c(c3ccccc3n2C)-c2ccccc2CO[C@@H]1CN(C)C(=O)Nc1cccc(C(F)(F)F)c1
15.3 | COc1ccc(C(=O)O)c(OC)n1
2.8 | O=C(O)C1CC=CCC1C(=O)Nc1cccc(C(=O)N2CCCCC2)c1 (stereo not drawn)
1.7 | Cc1c(Cl)c([N+](=O)[O-])nn1CC(=O)NCC(C)C
4.0 | COC(=O)c1ccccc1NC(=O)Nc1ccc(Cl)cn1
-0.8 | CCOC(=O)Nc1cc(=O)c([N+](=O)[O-])c(N)[nH]1
-17.4 | O=C(Nc1ccc2oc(-c3cccc(F)c3)nc2c1)c1ccccc1F
8.3 | COC1CCCCC1Nc1cc(C)cc(C)c1 (stereo not drawn)
-23.2[25 µM] | O=C(Nc1ccccc1F)N1C[C@@H]2[C@H](c3ccccc31)[C@H](CO)N2C(=O)Cc1cccnc1
15.6 | O=S(=O)(Cc1ccccc1)N1CCCC1
16.3[25 µM] | C[C@H](CO)N1C[C@H](C)[C@@H](CN(C)C(=O)CC2CC2)Oc2cc(-c3ccccc3)ccc2S1(=O)=O
-8.2 | Cc1ccc(Cn2ncc3c(N4CCN(C)CC4)ncnc32)cc1
-15.6 | O=C(COc1ccccc1)Nc1ccc(S(=O)(=O)NCc2ccco2)cc1
-3.8 | Cc1ccc(C)c(S(=O)(=O)N2CCN(C(=O)c3sccc3C)CC2)c1
-23.4 | CCCS(=O)(=O)c1c(S(=O)(=O)CCC)c2c(C)cccn2c1C(=O)OC
-4.1 | CN(C)CC(=O)N1[C@@H](C#N)[C@H](c2ccc(C#CC3CCCC3)cc2)[C@@H]1CO
13.4 | COc1ccccc1OCc1ccc(C(=O)Nc2ccncc2)o1
-9.8 | CCC(=O)c1ccc(OCC(=O)OCC(=O)N2c3ccccc3NC(=O)C2(C)C)cc1
-38.4[25 µM] | COc1cccc(-c2ccc3c(c2)[C@H]2[C@H](CCN2C(=O)c2ccccn2)[C@H](CO)N3)c1
-6.7 | CC(OC(=O)c1cc(=O)[nH]c2ccccc12)C(=O)c1ccccc1 (stereo not drawn)
-10.9 | CCOC(=O)C1(Cc2ccc(OC)cc2)CCN(C(=O)c2ccoc2C)CC1
3.3[25 µM] | C[C@H]1CN([C@@H](C)CO)C(=O)c2ccccc2-c2ccccc2CO[C@H]1CN(C)C(=O)[C@H](Cc1ccccc1)N(C)C
7.0 | O=C(CC1CCCCC1)NCCS(=O)(=O)N1CCN(c2ccccc2)CC1
8.4 | CCN1C(C)=C(C)S/C1=C1\SC(=S)N(NC(C)=O)C1=O
-5.8 | CN(C)CC(=O)N1[C@H](CO)[C@H](c2ccc(C#CC3CCCC3)cc2)[C@@H]1C#N
8.7 | O=C(C1CCCC1)N1CC[C@@H]2[C@@H](CO)Nc3ccc(-c4cccc(F)c4)cc3[C@@H]21
2.8 | O=C(CCc1nnc(COc2ccccc2)o1)NCc1ccccc1
-2.2 | Cc1ccc(C2(C)NC(=O)N(CC(=O)N3CCN(C(=O)c4cccs4)CC3)C2=O)cc1 (stereo not drawn)
-4.8[25 µM] | CC(C)C#Cc1ccc([C@H]2[C@@H](CO)N3C(=O)CN(C(=O)c4ccc5c(c4)OCO5)C[C@@H]23)cc1
3.4 | CCCN(CCC)CC(O)COc1ccc2c(c1)OCO2 (stereo not drawn)
-0.3 | O=C1CCCN1CCC(=O)N1CCCC(N2CCN(c3ccccc3F)CC2)C1 (stereo not drawn)
12.7 | CCOc1cc(C(=O)Nc2cccc3ncccc23)cc(OCC)c1OCC
10.3 | CCOc1ccccc1N1CCN(C(=O)c2ccccc2OCc2c(C)noc2C)CC1
-26.1 | CC(=O)NCCC(=O)Nc1cc(S(=O)(=O)N2CCCCC2)ccc1N1CCN(C)CC1
9.3 | O=C(O)c1ccccc1Cc1ccc2c(c1)CCCC2
3.8 | CCCCNC(=O)n1c(=O)oc2ccc(Cl)cc21
2.9 | O=C(NCc1ccc2c(c1)OCO2)c1cccs1
-1.2[25 µM] | COc1ccc2c3c(n(C)c2c1)[C@@H](CO)N(S(C)(=O)=O)CC31CCN(Cc2cncnc2)CC1
4.8 | COc1cc2c(cc1OC)CN(C(=O)CCC(=O)c1ccc(F)cc1)CC2
2.4 | O=C(Nc1ccccc1F)N[C@H]1CC[C@@H](CCNC(=O)C2CCCC2)O[C@@H]1CO
6.4 | CC(=O)NC(CCS(C)(=O)=O)C(=O)Nc1cccc2ccccc12 (stereo not drawn)
-10.2 | COc1ccc(C=CC(=O)c2c(OC)cc(OC)c(OC)c2O)cc1
-0.1 | C=C(C)c1nc2cc(OC)c(OC)cc2c(=O)o1
